# MITF primary – MITF inhibitors, primary screen, biochemical, AlphaScreen, human | Microphthalmia-associated transcription factor (Homo sapiens), O75030 | AlphaScreen MITF homodimerization, bead proximity signal | inhibition, % at 2.6 µM | 650,000 compounds, 0.91% hits; in the data active = inhibition above about 50%;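 note: 0% = vehicle wells with protein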
# Target sequence (O75030 whole entry, looked up): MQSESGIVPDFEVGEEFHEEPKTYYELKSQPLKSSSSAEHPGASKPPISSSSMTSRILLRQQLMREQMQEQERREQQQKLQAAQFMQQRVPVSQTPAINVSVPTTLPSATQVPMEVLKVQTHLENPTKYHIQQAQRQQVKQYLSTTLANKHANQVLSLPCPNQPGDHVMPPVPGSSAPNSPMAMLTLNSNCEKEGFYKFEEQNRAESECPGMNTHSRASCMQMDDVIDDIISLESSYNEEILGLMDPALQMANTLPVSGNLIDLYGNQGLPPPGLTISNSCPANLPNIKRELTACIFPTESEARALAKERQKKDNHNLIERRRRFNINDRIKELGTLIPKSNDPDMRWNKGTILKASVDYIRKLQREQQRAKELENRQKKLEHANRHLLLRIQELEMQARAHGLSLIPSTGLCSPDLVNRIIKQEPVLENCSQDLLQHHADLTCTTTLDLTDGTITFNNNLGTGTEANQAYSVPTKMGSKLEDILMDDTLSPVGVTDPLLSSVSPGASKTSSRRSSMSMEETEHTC
# FBW7 activator – FBW7 E3 ligase activators, primary screen, biochemical, AlphaScreen, human | F-box/WD repeat-containing protein 7 (Homo sapiens), Q969H0 | AlphaScreen FBW7–phospho-cyclin E peptide binding, activator screen | normalized activity (activation), % at 26.1 µM | 650,000 compounds, 0.13% hits | AID 1259310, 2017; in the data active = normalized activity above about 1.9%;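 note: purified mutant Fbw7 with reduced substrate affinity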
# GPR151 ag – activators of human GPR151, primary screen, cell-based, PathHunter beta-arrestin, luminescence; 650,000 compounds, 1% hits; PathHunter beta-arrestin GPR151 cells; AID 1508602, 2020; G-protein coupled receptor 151 (Homo sapiens), Q8TDV0; activation, % at 11.2 µM; in the data active = activation above about 4.9%;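 note: 0% = median of compound wells and 100% = cells with positive control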
# Target sequence (Q8TDV0 whole entry, looked up): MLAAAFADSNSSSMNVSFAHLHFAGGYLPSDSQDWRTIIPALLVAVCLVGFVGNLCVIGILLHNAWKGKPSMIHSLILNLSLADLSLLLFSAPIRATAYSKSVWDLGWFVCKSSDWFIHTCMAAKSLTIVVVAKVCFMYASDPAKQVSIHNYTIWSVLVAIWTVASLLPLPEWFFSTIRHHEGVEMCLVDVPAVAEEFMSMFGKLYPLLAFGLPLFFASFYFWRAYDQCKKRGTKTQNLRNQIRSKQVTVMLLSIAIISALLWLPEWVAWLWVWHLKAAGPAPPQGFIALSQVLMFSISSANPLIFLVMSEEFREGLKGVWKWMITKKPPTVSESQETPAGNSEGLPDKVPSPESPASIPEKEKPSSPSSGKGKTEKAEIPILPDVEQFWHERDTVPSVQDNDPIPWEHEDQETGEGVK
# TEAD-YAP block – TEAD-YAP interaction inhibition, primary screen, TEAD-YAP interaction inhibitor project, luminescence, HEK-TIYL cells | inhibition, % at 9.12 µM | 640,000 compounds, 1.4% hits | TEAD-Gal4/YAP UAS-luciferase luminescence; in the data active = inhibition above about 32%;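 note: 0% = median of test compound wells and 100% = reference inhibitor wells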
# * marks the source's active call; other numbers are inactive results.
mol	MITF primary	FBW7 activator	GPR151 ag	TEAD-YAP block
Cc1ccccc1-c1nnc(NC(=O)C(C)Cl)s1 (centres undefined)	0	0.0	-0.4	4
O=C(O)c1cc(S(=O)(=O)NCc2ccc(F)cc2)ccc1O	25	0.0	2.3	7
CC(C)NC(=O)CN(c1cc(Cl)cc(Cl)c1)S(C)(=O)=O	9	0.0	-0.1	2
Cc1nc2sccn2c1CN1CCC2(CC1)CC2C(=O)N1CCN(c2ccccc2)CC1 (centres undefined)	11	0.0	-0.5	7
COc1ccccc1CNCc1c(C(=O)O)n(Cc2cccc(Cl)c2)c2ccccc12	4	0.0	-0.8	5
COc1ccccc1C(=O)N/C(=C\c1ccc(Br)cc1)C(=O)NCCCCCC(=O)O	-14	-0.1	1.2	14
O=C(CN1CCN(c2ccccc2O)CC1)NC(c1ccccc1)c1ccccc1	-6	-0.3	-0.8	-6
CC(C)(C)n1nnnc1CN(Cc1cccnc1)Cc1ccco1	5	0.2	1.8	1
O=C(NCc1ccccc1F)c1ccc(N2CCCC2=O)cc1	-3	0.0	-1.6	-27
CCCCn1c(=O)[nH]c(=O)c2c1nc(CSc1nnc(C)s1)n2CCC	0	-0.1	-1.2	8
Cc1noc(C)c1COC(=O)c1ccc(S(=O)(=O)N2CCOCC2)cc1	4	-0.1	0.7	-7
Cc1ccc(C)c(NC(=O)c2cc3cc(Br)ccc3oc2=O)c1	-2	-0.1	0.9	1
Cc1ccc(-c2nc3ncccc3o2)cc1NC(=S)NC(=O)c1ccccc1C	13	0.4	0.1	13
Cc1ccccc1COc1ccc2oc(C)c(C(=O)OC(C)C)c2c1	28	0.7	-0.1	-8
COc1ccc(-c2nnc(N(C(C)=O)C(C)C)s2)cc1	1	0.0	-0.3	-37
CNC(=O)COC(=O)c1c2c(nc3ccccc13)/C(=C/c1ccccc1)CC2	-74	0.1	-1.1	-30
CCOc1cc(/C=c2/sc3nc(-c4ccccc4OC(C)=O)nn3c2=O)ccc1OC(C)=O	-1	-0.1	0.9	-3
O=C(NC1CCCCC1)c1nn2c(C(F)(F)F)cc(-c3ccc(Br)cc3)nc2c1Cl	-14	-0.2	0.2	0
c1ccc(-c2nc(-c3cccc4ccccc34)[nH]c2-c2ccccc2)cc1	9	0.4	0.7	0
COc1cccc(CN2CCC3(CC2)CC3C(=O)NCc2cccs2)c1 (centres undefined)	-14	0.0	0.9	1
CCCC1=C(C(=O)OCC)C(c2ccc(Br)cc2)C(C#N)=C(N)O1 (centres undefined)	14	0.0	-0.2	0
Cc1ccn(CCC(=O)N2CCC(C3(CCC(C)C)NC(=O)NC3=O)CC2)n1 (centres undefined)	4	0.0	2.1	0
CC(/C=C/c1ccccc1)=N\NC(=O)COc1ccccc1	-3	-0.1	-0.2	5
CCn1nnc(NC(=O)c2cccc(C)c2)n1	8	0.0	0.4	-9
Cc1ccc(Nc2c([N+](=O)[O-])c(=O)n(C)c3ccccc23)cc1C	5	-0.1	1.4	-6
CCN(CC)c1ncnc2sc(C(=O)Nc3ccc(F)c(Cl)c3)c(C)c12	8	-0.1	1.7	-19
Cc1ccc(/C=C(\C#N)C(=O)Nc2ccccc2Br)o1	-3	-0.2	0.9	-77
COC(=O)c1c(OC2CCCC2)cc(=O)n2c1CCN(Cc1cccc(OC)c1)CC2	2	-0.1	-0.2	1
O=C(c1cnc(CN2CCCC2)s1)N1CCCC(N2CCN(c3ccccc3)CC2)C1 (centres undefined)	6	-0.1	1.1	3
COc1ccc(CC(=O)N[C@H](Cn2nc(-c3cccs3)ccc2=O)C(C)C)cc1	0	0.0	-1.1	3
CCN(C(=O)c1ccc(OC)c([N+](=O)[O-])c1)c1ccccc1C	14	0.2	-0.1	-2
Cc1ccc(S(=O)(=O)N2CCN(C(=O)OC(C)C)CC2)cc1	11	0.1	-0.3	-2
COc1ccc(/C=C(\C#N)c2nnc(NC(=O)c3cccc(C)c3)s2)cc1	4	0.1	0.2	2
CN(C)c1cc(N/N=C/c2ccc(-c3ccccc3)o2)nc(N(C)C)n1	-3	0.0	-0.1	-1
Cc1ccc(-c2noc(C3CCCN(S(=O)(=O)c4ccccc4C(F)(F)F)C3)n2)o1 (centres undefined)	-10	0.1	3.0	-4
O=C(O)c1cccc([N+](=O)[O-])c1C(=O)Nc1ccc(Cl)cc1Cl	-10	0.0	1.9	8
COc1ccc([N+](=O)[O-])cc1NC(=O)c1cc(Cl)ccc1O	-5	0.0	1.0	19
O=C(NCCSc1ncc(-c2ccccc2)[nH]1)c1cccc(Br)c1	2	0.1	1.2	-10
COc1ccc(/C=C2\NC(=O)c3ccccc32)cc1OC	-3	0.1	0.5	-23
Cc1ccc(C2=NN(c3nc(-c4ccc(F)cc4)cs3)C(c3ccc(Cl)cc3)C2)cc1 (centres undefined)	26	0.6	0.0	-8
COc1cccc(C(=O)NC(=S)Nc2cccc(NC(=O)c3ccco3)c2)c1	-13	0.0	-0.5	-11
O=C(CSc1ccc2nnc(-c3ccncc3)n2n1)NC1CCCCC1	-6	-0.4	4.6	-20
O=C(Cc1cccc(F)c1)NCc1nnc2n1CCN(Cc1ccnc3ccccc13)CC2	12	0.4	1.0	3
O=C(COc1ccccc1)NNc1c2ccccc2nc2ccccc12	4	0.1	0.9	8
C=CCc1cccc2cc(C(=O)NCc3ccccc3)c(=N)oc12	-14	0.0	0.6	-2
CCN1CCN(C(c2ccc(N(C)C)cc2)c2nnnn2C(C)(C)CC)CC1 (centres undefined)	5	0.0	-0.4	-63
COc1ccc(C2Oc3ccccc3C3=C2C(c2cc(OC)c(OC)c(OC)c2)n2ncnc2N3)cc1 (centres undefined)	-3	-0.2	4.3	-16
NS(=O)(=O)c1ccc(CNC(=S)NCc2ccc(Cl)cc2)cc1	9	0.3	0.2	3
Cc1ccc(NC(=O)c2ccc3c(=O)n(Cc4cccc(Br)c4)c(=S)[nH]c3c2)cc1Cl	-2	-0.1	-0.9	6
COc1ccc(CNCC(=O)N2CCN(C(=O)CNCc3ccc(OC)cc3)CC2)cc1	1	-0.2	3.5	11
Cc1c(C(=O)O)cccc1-n1c(C)cc(/C=C2\NC(=O)NC2=O)c1C	23	-0.2	0.9	-1
CC(=O)Nc1ccc(NC(=O)NC2CC(=O)N(c3ccc(C)cc3)C2)cc1 (centres undefined)	1	0.2	-1.0	-1
CCOC(=O)c1c(NC(=O)CSc2nnc(CNC(=O)Cc3ccc(OC)cc3)n2-c2ccccc2OC)sc2c1CCCC2	23	0.6	-0.2	-3
COc1cccc(NC(=O)CNC(C)CCC(C)C)c1 (centres undefined)	3	0.5	-0.1	7
CCN(CC)c1ccc2c(Cl)c(C=O)c(=O)oc2c1	-6	0.1	0.1	7
Cc1ccc(NC(=O)/C(C#N)=C/c2ccco2)c([N+](=O)[O-])c1	-8	-0.2	0.6	-8
CC(C)CCN1C(=O)Cc2c1nc(N)c1c(N)nc(N3CC(C)OC(C)C3)c(C#N)c21 (centres undefined)	12	0.2	-1.2	5
CCOC(=O)c1ccc(NS(C)(=O)=O)cc1	18	0.2	-1.0	-6
Cc1ccc(C(=O)NC2CC(C)(C)NC(C)(C)C2)cc1[N+](=O)[O-]	5	0.0	0.6	3
Cc1ccc(NC(=O)CSc2nc3ccccc3c(=O)n2CCCC(=O)NCc2ccccc2)cc1Cl	5	-0.1	-1.0	-14

# Other records follow:
mol	MITF primary	FBW7 activator	GPR151 ag	TEAD-YAP block
Cc1ccc(C2=NN3C(=N)/C(=C/c4cc(C)n(-c5ccc(F)cc5)c4C)C(=O)N=C3S2)cc1	9	0.2	-0.8	7
CC(C)C(C(=O)NCc1cccs1)N1Cc2ccccc2C1=O (centres undefined)	-2	0.4	-0.3	-7
Oc1cc(OCCCCl)ccc1-c1ccn[nH]1	-2	-0.2	0.4	-18
COCCNC(=O)c1ccc([N+](=O)[O-])c(Cl)c1	2	0.3	2.2	-2
CCOc1ccccc1OCCN1CC(C)CC(C)C1 (centres undefined)	78*	0.2	-0.4	-11
Cc1ccc(C)n1-c1ccc2c(c1)COC2=O	-2	0.0	-0.5	-1
CCOC(=O)c1c(NC(=O)COc2cccc(C)c2C)sc2c1CCCCC2	13	0.2	0.2	6
Cc1c(-c2ccccc2)c(=O)oc2cc(OS(C)(=O)=O)ccc12	11	0.4	-1.3	-35
CC(C)CN(CC(C)C)S(=O)(=O)c1cccc2cccnc12	-8	-0.1	-1.5	8
COc1ccc(CN2C(=O)NC(=O)/C(=C\c3ccc(C(C)C)cc3)C2=O)cc1	-10	-1.2	-0.2	-5
NC(=O)COC(=O)CNC(=O)c1cc(Cl)cc([N+](=O)[O-])c1	2	0.0	-0.2	2
Cc1ccccc1-c1cccc(CN2CCC(=O)N(C)CC2)c1	-8	0.0	0.1	5
Cc1ccc(NC(=O)c2ccc(SCC(=O)N3CCN(c4ccccc4)CC3)c([N+](=O)[O-])c2)cc1	-3	0.1	1.1	-26
CC1=C(C(=O)OC(C)C)C(c2ccc3c(c2)OCO3)C(C(=O)OC(C)C)=C(C)N1	11	0.5	-0.8	3
O=C(COc1ccc(S(=O)(=O)NC2CCCC2)cc1)NCc1cccnc1	-1	0.2	0.5	-5
CC(C)c1ccc(Nc2ncnc3c2c(-c2ccccc2)cn3-c2ccccc2)cc1	-4	0.0	3.3	4
COc1ccc(S(=O)(=O)Oc2cccc(C(=S)N3CCOCC3)c2)cc1	-24	-0.1	1.7	-6
N#C/C(=C/c1cn(CCC(=O)O)nc1-c1ccc(Cl)cc1)C(N)=O	6	-0.1	-1.1	8
O=C(c1cccc(S(=O)(=O)N2CCOCC2)c1)N1CCCCCC1	13	0.0	-0.2	1
CCOc1ccc2nc(N3CCCC(NCCOc4cccnc4)CC3)nc(C)c2c1 (centres undefined)	-8	0.1	-1.1	-11
CCOc1cc2[nH]c(=O)n(CCCC(=O)NC3CCCC(C)C3C)c(=O)c2cc1OCC (centres undefined)	-6	0.0	0.1	9
O=C(CN1CCN(c2ccccc2O)CC1)NC(=O)NCc1ccccc1	-5	0.1	1.0	4
O=C(CSc1ncccn1)Nc1ccc2c(c1)CCC2	6	0.1	0.1	-16
Cc1ccc2cc(CN(C(=O)c3ccco3)C3CCCC3)c3nnnn3c2c1C	9	0.1	-0.1	-1
CCN(CC)C(=O)c1sc(NC(=O)/C=C/c2ccc(F)cc2)c(C(=O)OC)c1C	2	-0.2	0.6	-5
N#CC1=C(N)N(c2ccc(S(N)(=O)=O)cc2)C2=C(C(=O)CCC2)C1c1ccc([N+](=O)[O-])cc1 (centres undefined)	8	0.8	1.0	9
Cc1cc(C)n(-c2ccc(NC(=O)C3CCN(CC4CCOC4)CC3)cc2)n1 (centres undefined)	4	0.1	-0.5	0
COCCn1c(-c2ccc3c(c2)OCO3)cnc1NCc1cccc(Br)c1	42	0.0	0.0	-14
Cc1cccc(NC(=O)CSc2nc(=O)n(CC3CCCO3)c3c2CCC3)c1 (centres undefined)	19	0.9	0.5	-3
CC(=O)c1ccc(NC(=O)CCOc2ccccc2)cc1	8	-0.2	0.2	-64
CCOC(=O)C1=C(C)N=c2s/c(=C/c3cc(OC)c(OC)cc3Br)c(=O)n2C1c1ccc(N(C)C)cc1 (centres undefined)	14	0.5	-0.9	-3
O=C(Nc1ccc(Cl)c(C(F)(F)F)c1)c1ccc(CO)cc1	8	0.1	0.7	-28
O=S(=O)(c1cccnc1)N1CCC(c2ccccc2)C1 (centres undefined)	7	0.1	0.2	0
Cn1cccc1CC(=O)NNC(=S)NCC1CCCO1 (centres undefined)	24	0.8	-1.6	-3
CC(C)NC(=O)c1cc2c3c(sc2nc1N)CN(C)CC3	1	-0.1	-0.5	-12
CC(C)n1c(-c2cccs2)nc2c(NCCO)ncnc21	31	-0.1	-0.2	17
O=C1c2cccc(O)c2CCN1Cc1ccc(Cl)cc1	9	-0.1	2.5	1
CC(C)NC(=O)CCn1c(=S)[nH]c2cc3c(cc2c1=O)OCO3	13	0.2	0.6	-3
COc1ccccc1N1CCN(C(=O)Cn2cnc3sc(C)c(C)c3c2=O)CC1	-7	0.3	1.4	4

# Molecules listed so far containing a COOH group (6):
mol	MITF primary	FBW7 activator	GPR151 ag	TEAD-YAP block
O=C(O)c1cc(S(=O)(=O)NCc2ccc(F)cc2)ccc1O	25	0.0	2.3	7
COc1ccccc1CNCc1c(C(=O)O)n(Cc2cccc(Cl)c2)c2ccccc12	4	0.0	-0.8	5
COc1ccccc1C(=O)N/C(=C\c1ccc(Br)cc1)C(=O)NCCCCCC(=O)O	-14	-0.1	1.2	14
O=C(O)c1cccc([N+](=O)[O-])c1C(=O)Nc1ccc(Cl)cc1Cl	-10	0.0	1.9	8
Cc1c(C(=O)O)cccc1-n1c(C)cc(/C=C2\NC(=O)NC2=O)c1C	23	-0.2	0.9	-1
N#C/C(=C/c1cn(CCC(=O)O)nc1-c1ccc(Cl)cc1)C(N)=O	6	-0.1	-1.1	8

# Screening data (PubChem BioAssay)
